Compound activity (PubChem)
Thrombin inh: thrombin (human) inhibition. actives 0.26% (n = 220,000). P00734. inhibition, % at 5 µM. alpha-thrombin, Boc-VPR-AMC fluorogenic substrate cleavage;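 active = inhibition at or above 40%; inactive = inhibition below 40%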;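 note: 0% = enzyme with no compound and 100% = wells without enzyme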
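System – human alpha-thrombin · Medium – pH 7.5 Tris (50 mM) with NaCl 150 mM, Tween 20 0.05% · Compound – single-point dosing at 5 µM, 0.2% DMSO · Incubation – enzyme reaction carried out at room temperature · Technique – fluorescence of released AMC, ex 355 nm, em 460 nm · Read-out basis – % inhibition of thrombin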
KLK5 inh: blocks human kallikrein 5 protease activity; recombinant hK5, fluorogenic AMC substrate cleavage; inhibition, % at 5 µM; actives 0.59% (n = 210,000); AID 873;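 active = inhibition of 40% or more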;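 note: 0% = enzyme controls without compound and 100% = no-enzyme blanks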
Target sequence (Q9Y337 67-293 limits assumed): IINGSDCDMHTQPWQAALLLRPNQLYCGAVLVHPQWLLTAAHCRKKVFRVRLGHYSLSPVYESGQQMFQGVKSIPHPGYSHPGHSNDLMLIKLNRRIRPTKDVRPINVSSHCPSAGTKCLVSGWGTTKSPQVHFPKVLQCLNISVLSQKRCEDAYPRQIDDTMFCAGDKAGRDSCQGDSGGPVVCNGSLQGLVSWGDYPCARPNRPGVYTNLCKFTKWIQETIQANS
Wee1 degr inh: human Wee1 degradation inhibition, primary screen; HeLa Luc-Wee1K328M stability, luciferase luminescence; 100% = proteasome inhibitor MG132 effect; reporter increase, % at 5 µM; P30291; actives 1.2% (n = 220,000);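 active = activation above the mean of all tested compounds plus 3 SD, set per screening run, cut at about 8.8% in these data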;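 note: cells exposed to compound for 20 h before luminescence read; 0% = DMSO alone and 100% = MG132 at 30 µM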
p97 ATPase inh: inhibitors of human p97 ATPase; inhibition, % at 8 µM; actives 0.42% (n = 220,000); recombinant p97 ATPase, Kinase-Glo ATP luminescence, 3 h; P55072; in the data active = inhibition above about 15%;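 note: 0% = DMSO vehicle and 100% = wells lacking enzyme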
KCC2 mod: modulators of human KCC2 chloride dependent transport; Q9H2X9; KCC2 cells, thallium flux FluoZin-2 fluorescence; B-score of Tl+ flux slope (higher = more flux/activation; lower = inhibition) at 10 µM; actives 2.2% (n = 190,000); AID 1456;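 active = thallium flux slope and its plate-corrected score both differing from the plate sample mean at a set confidence after two filtering rounds, in either direction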;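 note: slope of fluorescence scaled to starting intensity during 10 to 20 s after thallium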
PERK inh: blocks human PERK kinase. inhibition, % at 5.6 µM. AID 1416. Q9NZJ5. CHO PERK-DD fusion, SEAP luminescence translation reporter. actives 0.17% (n = 220,000);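 active = inhibition above the mean inhibition of all tested compounds plus 3 SD, set separately per screening campaign, cut at about 2.9% in these data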;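 note: PERK kinase domain activated by AP20187 dimerizer at 100 nM; 0% = DMSO with dimerizer and 100% = rapamycin at 8.4 µM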
FXIIa inh 1536: blocks human coagulation factor XIIa protease activity; P00748; purified FXIIa, Boc-QGR-AMC fluorogenic substrate, 2 h; inhibition, % at 5 µM; actives 0.3% (n = 220,000); in the data active = inhibition above about 40%;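 note: 0% = enzyme with no compound and 100% = blank without enzyme; many of its hits are not listed in these tables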
Furin inh: human furin inhibition; AID 463115; inhibition, % at 30 µM; actives 0.061% (n = 220,000); P09958; purified furin, fluorogenic substrate cleavage; in the data active = inhibition above about 25%; note: inactives centre near -15
Target sequence (P09958 108-714 limits assumed): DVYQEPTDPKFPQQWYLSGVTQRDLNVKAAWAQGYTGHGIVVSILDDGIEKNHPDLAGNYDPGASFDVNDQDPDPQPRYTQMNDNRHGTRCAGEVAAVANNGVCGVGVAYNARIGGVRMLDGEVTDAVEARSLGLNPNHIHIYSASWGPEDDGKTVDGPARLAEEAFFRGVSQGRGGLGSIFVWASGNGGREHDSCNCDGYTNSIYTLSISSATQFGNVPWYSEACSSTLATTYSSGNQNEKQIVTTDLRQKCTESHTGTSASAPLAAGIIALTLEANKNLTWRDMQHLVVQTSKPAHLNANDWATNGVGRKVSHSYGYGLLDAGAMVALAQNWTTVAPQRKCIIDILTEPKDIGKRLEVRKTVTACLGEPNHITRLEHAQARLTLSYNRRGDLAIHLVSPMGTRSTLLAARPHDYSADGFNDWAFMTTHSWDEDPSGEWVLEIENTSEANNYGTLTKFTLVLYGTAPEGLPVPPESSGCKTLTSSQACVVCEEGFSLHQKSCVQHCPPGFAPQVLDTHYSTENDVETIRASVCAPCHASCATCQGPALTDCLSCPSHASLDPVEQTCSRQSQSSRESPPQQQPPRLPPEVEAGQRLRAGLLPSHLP
FXIa inh: inhibitors of human coagulation factor XIa; inhibition, % at 5 µM; actives 0.14% (n = 220,000); P03951; purified FXIa, Boc-Glu-Ala-Arg-AMC fluorogenic substrate;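 active = inhibition of at least 40%; inactive = inhibition below 40%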;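 note: fluorescence of freed AMC excited at 355 nm; 0% = enzyme without compound and 100% = no enzyme blank; many of its hits are not listed in these tables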
* hit, by the source's call; . = no result given; [ ] = dose if it differs, or a comment.

The line under a structure holds: KLK5 inh	FXIIa inh 1536	Thrombin inh	p97 ATPase inh	Wee1 degr inh	Furin inh	KCC2 mod	FXIa inh	PERK inh
O=C(Nc1nc(-c2cccs2)cs1)c1cccc(S(=O)(=O)N2CCCCCC2)c1
→ 4	20	6	2	-3	-26	.	7	-1.4
COc1ccccc1S(=O)Cc1ccc(C(=O)NCCc2ccc(Cl)cc2)o1 (centres undefined)
→ -4	18	-3	-4	2	-16	.	-8	-0.2
CC1=C(C)CC(C(=O)NCc2ccccn2)C(C(=O)O)C1 (centres undefined)
→ -2	10	-5	4	-1	-17	-0.97	0	-0.5
CC(C)OC(=O)CSc1nnc(-c2ccc(O)cc2)n1Cc1ccccc1
→ -2	14	3	-4	-3	-17[20 µM]	1	5	-0.1
COc1ccc(N2CCN(C(=O)c3ccc4nc(N5CCCCC5)sc4c3)CC2)cc1
→ -5	7	-11	-3	1	-30	-1.6	-7	0.3
COC(=O)C1=C(C)N(c2cccc(C(C)=O)c2)C(=O)C1
→ -1	6	3	1	-2	-23[20 µM]	-0.6	3	1.2
Cc1ccc(S(=O)(=O)O)c(C)c1N1CCCC1=O
→ 1	-3	-9	6	-2	-5[20 µM]	-0.19	-4	1.4
COc1ccc(Cc2nnc(N/N=C(\C)c3ccccc3)[nH]c2=O)cc1OC
→ -2	-3	-6	1	2	-16	0.05	-5	0.5
COc1ccccc1NC(=O)N1CCCC1C(=O)Nc1ccc2c(c1)OCCO2 (centres undefined)
→ -8	4	-2	-1	0	-19	0.12	-4	-0.7
Cc1cc(NC(=O)CCc2ccccc2)c([N+](=O)[O-])cc1C
→ -16	14	1	-3	-2	11	-0.98	1	-0.7
CC(C)CCN1CCN(CC#Cc2ccccc2)CC1CCO (centres undefined)
→ 2	6	-9	4	-3	-23	0.079	-3	0.2
CCCCc1c(O)nc2ccccn2c1=O
→ -6	5	-5	8	3	-22	-0.67	2	1.4
COC(=O)N/N=C1\CCCc2ccccc21
→ -20	7	-10	4	3	-10	-0.12	2	0.8
Cc1cnc(-c2nnc(N(C)C(=O)C3CCOC3)s2)cn1 (centres undefined)
→ -5	8	0	-5	1	-17[20 µM]	0.78	-4	-0.2
CC(C)(C)c1ccc(OCC(=O)NNC(=O)CCc2ccccc2)cc1
→ -2	28	1	0	3	-16[20 µM]	0.019	15	1.2
Cc1ccccc1NC(=S)NC(C)CCc1ccccc1 (centres undefined)
→ -6	6	-15	-2	-3	-9	-2.2	18	0.0
COc1ccc(NS(=O)(=O)c2ccc(NC(=S)NC(=O)c3ccc(F)cc3)cc2)nn1
→ -3	11	6	1	-1	-23	-0.17	8	1.3
COc1ccc(N2CCN(C(=O)CSc3nnc4c(C)cc5cc(C)ccc5n34)CC2)cc1
→ 3	6	-2	3	1	-12	.	-3	-0.5
O=C(NC1CCCCC1)C1CCCN1C(=O)NCc1ccccc1 (centres undefined)
→ -27	-2	-3	3	0	-23[20 µM]	.	-20	-0.1
CCc1ccccc1NNC(=O)c1snnc1C
→ 6	2	-4	5	-3	-29	5*	5	1.1

An excerpt from above in order of molecular weight, rising.
The line under a structure holds: KLK5 inh	FXIIa inh 1536	Thrombin inh	p97 ATPase inh	Wee1 degr inh	Furin inh	KCC2 mod	FXIa inh	PERK inh
CCCCc1c(O)nc2ccccn2c1=O
→ -6	5	-5	8	3	-22	-0.67	2	1.4
CC(C)OC(=O)CSc1nnc(-c2ccc(O)cc2)n1Cc1ccccc1
→ -2	14	3	-4	-3	-17[20 µM]	1	5	-0.1
COc1ccc(N2CCN(C(=O)c3ccc4nc(N5CCCCC5)sc4c3)CC2)cc1
→ -5	7	-11	-3	1	-30	-1.6	-7	0.3
COc1ccc(NS(=O)(=O)c2ccc(NC(=S)NC(=O)c3ccc(F)cc3)cc2)nn1
→ -3	11	6	1	-1	-23	-0.17	8	1.3

Two successive compounds from above, quoted:
The line under a structure holds: KLK5 inh	FXIIa inh 1536	Thrombin inh	p97 ATPase inh	Wee1 degr inh	Furin inh	KCC2 mod	FXIa inh	PERK inh
O=C(Nc1nc(-c2cccs2)cs1)c1cccc(S(=O)(=O)N2CCCCCC2)c1
→ 4	20	6	2	-3	-26	.	7	-1.4
COc1ccccc1S(=O)Cc1ccc(C(=O)NCCc2ccc(Cl)cc2)o1 (centres undefined)
→ -4	18	-3	-4	2	-16	.	-8	-0.2

More structures follow:
The line under a structure holds: KLK5 inh	FXIIa inh 1536	Thrombin inh	p97 ATPase inh	Wee1 degr inh	Furin inh	KCC2 mod	FXIa inh	PERK inh
O=S1(=O)CC(NCc2ccccc2)C(Nc2ccccc2)C1 (centres undefined)
→ -3	-7	-16	2	-1	-9[20 µM]	.	-2	1.0
Cc1cccc(N2CCN(C(=S)Nc3ccc4nc(N5CCN(C)CC5)cc(C)c4c3)CC2)c1C
→ -24	5	2	0	0	-2	0.99	-7	1.8
COC(=O)[C@H](CC(C)C)NC(=O)N1CCC(C)CC1
→ -7	9	-4	-2	0	-24	-0.23	5	0.9
CC1S/C(=N/N=C/c2cccc([N+](=O)[O-])c2)NC1=O (centres undefined)
→ 0	6	-9	2	3	-17	0.012	0	1.2
CCN1CCN(c2oc(COc3ccc(-c4ccccc4)cc3)nc2C#N)CC1
→ -9	9	3	-10	-1	-12	-0.089	2	-1.3
Nc1ncnc(Nc2c(F)cccc2F)n1
→ -3	2	-5	5	1	-11	-0.0098	-2	1.6
c1ccc2c(c1)ncn2CCCOc1ccc2c(c1)CCC2
→ 2	4	1	-9	2	-12[20 µM]	.	1	-0.9
Cc1cc(Oc2ccc(N)cn2)cc(C)c1Cl
→ -4	2	-9	-4	-1	-2	0.61	-8	-0.8
COc1cccc2sc(NC(=O)c3ccc(S(=O)(=O)N4CCOCC4)cc3)nc12
→ 32	41*	19	2	-1	-9[20 µM]	0.3	16	-0.1
COc1ccc(N(C)C(=O)c2cc3c(Cl)nc4ccccc4c3s2)cc1
→ -1	-2	4	3	0	-7	-0.46	6	0.8
COc1ccccc1Cn1c(CO)nc2ccccc21
→ 2	5	-2	6	0	-21	-0.21	1	0.3
CCn1c(SCC(=O)c2ccc3c(c2)Cc2ccccc2-3)nnc1-c1ccc(N)cc1
→ -2	9	-3	6	-1	-5	-1.3	-2	1.1
N/C(=N\OC(=O)CCC1CCCC1)c1ccncc1
→ 13	16	30	-2	-3	-9	1.6	25	-1.0
Cc1nc2c(C(=O)N3CCN(c4ccccn4)CC3)cnn2c(C)c1Cc1cccc(Cl)c1
→ -1	1	-4	-7	-1	-22	-1.1	-2	-0.5
CC(=O)N(c1ccc(C)cc1)C1C=CS(=O)(=O)C1 (centres undefined)
→ -20	6	-2	-2	1	-23	.	-2	0.5
Cc1csc(SCc2nc3scc(-c4ccccc4)c3c(=O)[nH]2)n1
→ -7	9	-10	1	0	-11	0.019	-1	0.7
O=C(COC(=O)CCOc1ccccc1)Nc1ccc(Cl)cn1
→ -28	0	48*	2	-1	-17[20 µM]	-2.7	-11	0.4
CC(=O)N(C(C)=O)c1c(N2CCCC2)c2ccccc2oc1=O
→ 2	9	-8	-3	3	-7	0.69	4	0.0
CCCCCCOC(=O)NCC(O)c1ccccc1 (centres undefined)
→ 0	3	-2	0	-2	-20	-0.11	2	1.4
Cc1cc(-n2c(C)cc(C(=O)CSc3nnnn3-c3ccccc3)c2C)no1
→ -18	7	-1	2	-2	-27	-2	-7	-0.7

Complete entries, quoted from the list. Order of values: KLK5 inh | FXIIa inh 1536 | Thrombin inh | p97 ATPase inh | Wee1 degr inh | Furin inh | KCC2 mod | FXIa inh | PERK inh
`O=S1(=O)CC(NCc2ccccc2)C(Nc2ccccc2)C1` (centres undefined) across the screens: -3 | -7 | -16 | 2 | -1 | -9[20 µM] | . | -2 | 1.0
`Cc1cccc(N2CCN(C(=S)Nc3ccc4nc(N5CCN(C)CC5)cc(C)c4c3)CC2)c1C` across the screens: -24 | 5 | 2 | 0 | 0 | -2 | 0.99 | -7 | 1.8
`CCCCc1c(O)nc2ccccn2c1=O` across the screens: -6 | 5 | -5 | 8 | 3 | -22 | -0.67 | 2 | 1.4

Continued:
The line under a structure holds: KLK5 inh	FXIIa inh 1536	Thrombin inh	p97 ATPase inh	Wee1 degr inh	Furin inh	KCC2 mod	FXIa inh	PERK inh
Cc1cc(Cl)cc(Cl)c1OCC(=O)NCc1ccco1
→ -24	21	4	4	0	-13	-0.3	6	0.4
CC(C)(CO)NC(=O)C12CC3CC(CC(Br)(C3)C1)C2
→ -2	4	-11	2	-1	-18	0.43	-2	0.8
CN1CCN(CCCNC(=O)c2cn(C)c3ccc(S(=O)(=O)N(C)C)cc3c2=O)CC1
→ 34	24	16	-5	0	-15	0.0091	17	0.8
O=C(NCCCCCNC(=O)c1cccnc1)c1cccnc1
→ -8	17	0	5	2	-25	1.1	19	0.1
CC(C)(C)OC(=O)N[C@@H](Cc1c[nH]c2ccccc12)c1nnc(SCC(N)=O)o1
→ -4	-28	-5	0	0	-29	-3.6	-26	1.6
COc1cccc(Nc2nnc(SCC(=O)N3CC(C)OC(C)C3)s2)c1 (centres undefined)
→ 27	29	16	-5	0	-26[20 µM]	0.11	17	-0.6
O=C(COc1ccc(Cl)cc1Cl)NN1C(=O)/C(=C\c2ccc(Cl)cc2)SC1=S
→ -7	4	1	2	0	-3	0.62	-7	0.5
Cc1ccc(C(C)C)cc1S(=O)(=O)NCc1cccnc1
→ 4	11	1	-1	-2	-30[20 µM]	-0.099	0	0.4
O=C(CCCN1C(=O)/C(=C/c2cccs2)SC1=S)NNC(=O)c1ccc(F)cc1
→ 0	14	-4	5	2	-18	-0.55	9	0.9
Cc1c(NC(=S)Nc2ccccc2)c(=O)n(-c2ccccc2)n1C
→ -15	5	-3	0	-2	-9	1.3	0	1.2
CCOCCn1c(COc2ccccc2)nc2ccccc21
→ -12	9	0	-3	1	-14	-0.39	-3	-0.3
Cc1cc(OCC(=O)O)c2cccc(C)c2n1
→ -2	4	-7	-2	-2	-26	0.014	-6	0.2
Cc1ccc(NC(=O)COC(=O)/C=C/c2ccc(Br)o2)cc1S(=O)(=O)N(C)C
→ -2	8	-9	3	6	-20	-1.5	4	1.0
CCCn1nnc(NC(=O)COc2cc(C)ccc2C(C)C)n1
→ 16	21	-2	-7	-2	-22[20 µM]	1.1	11	-0.5
CC(C)N(C(=O)Cn1cc(SCC(=O)NCC2CCCO2)c2ccccc21)C(C)C (centres undefined)
→ 0	3	-8	0	1	-23	0.0099	-2	0.0
CCN(CC)c1ccc(N=Cc2ccccc2[N+](=O)[O-])cc1
→ -10	9	-1	2	-2	-18	-0.42	-4	-0.1
COc1ccc(/C(C)=N/OC/C(O)=C(\C#N)c2nc3ccccc3[nH]2)cc1OC
→ -9	10	1	-1	6	-32	-0.054	-1	-0.1
CCc1ccc(NC(=O)CC2C(=O)N(c3cccc(C)c3)C(=O)N2C2CC2)cc1 (centres undefined)
→ -2	0	-7	-1	5	-7	-0.69	-5	-0.1
CCc1ccc(CNc2ccc(O)cc2)cc1
→ 1	-12	-8	10	-1	-11[20 µM]	-1.2	-4	0.6
O=C(C1=NNCC1c1ccc(Cl)cc1)C1CO1 (centres undefined)
→ -24	13	-2	6	1	-16	0.32	9	0.1
CC1=C(C(=O)OCC2CCCO2)C(c2ccccc2)C2=C(CC(C)(C)CC2=O)N1 (centres undefined)
→ -16	0	0	0	-1	-20	-0.76	-7	0.5
C=CCOc1nc2c(c(=O)n(C)c(=O)n2C)n1Cc1ccc(Cl)cc1
→ -8	6	1	-2	-1	-8	-0.74	12	-0.2
CCc1nnc(NC(=O)CSc2nnc(-c3ccncc3)n2Cc2ccccc2)s1
→ -20	9	1	5	4	-7	.	2	1.0
